Screening data as filed in PubChem.
14-3-3g Raf: modulators of 14-3-3 gamma protein binding, primary screen, biochemical, fluorescence polarization. 160,000 tested, 0.19% active. 14-3-3 protein gamma (Homo sapiens), P61981. inhibition, % at 40 µM. FP, 14-3-3gamma / TMR-pS259-Raf peptide binding; in the data active = inhibition above about 30%;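 note: 0% = protein plus tracer without compound and 100% = blank with tracer alone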
Target sequence (P61981 whole entry, looked up): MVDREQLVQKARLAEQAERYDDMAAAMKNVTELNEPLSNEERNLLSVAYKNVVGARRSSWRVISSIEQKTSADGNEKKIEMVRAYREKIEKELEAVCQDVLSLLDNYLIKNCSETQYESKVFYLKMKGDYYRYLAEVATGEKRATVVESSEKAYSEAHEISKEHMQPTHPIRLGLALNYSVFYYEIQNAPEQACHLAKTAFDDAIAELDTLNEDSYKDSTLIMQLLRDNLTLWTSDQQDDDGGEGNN
* hit, by the source's call; & = joins results of further samples. The list is partial; count on the stated rates, not on these rows.

Compound | 14-3-3g Raf
Cc1ccc2c(c1)N(C(C)C(=O)NC1CCCCC1C)C(=O)CO2 (centres undefined) | -0.8
Cc1ccc(N2CC(C(=O)Nc3ccccc3F)CC2=O)cc1C (centres undefined) | -5.5
CSC(=NC(=NS(=O)(=O)c1ccc(Cl)cc1)c1ccccc1)OC(C)C | 4.6
CCOc1ccc(-c2nn3c(-c4ccc(F)cc4)nnc3s2)cc1 | -4.0
CCCCn1c2c(c(=N)c3c1CCC3)CCC2 | 2.0
C=CCn1c(N=Cc2ccc(N(C)C)cc2)nc2ccccc21 | -4.5
COc1ccc(CCC(=O)N2c3ccccc3CC2C)cc1 (centres undefined) | -1.3
CC(=O)[C@@]1(O)CC[C@H]2[C@@H]3CCC4=CC(=O)CC[C@]4(C)[C@H]3[C@@H](O)C[C@@]21C | -3.5
Oc1ccccc1C1N(Cc2ccccc2)CCN1Cc1ccccc1 | 3.0
CCOC(=O)C(C(=O)OCC)C1N=C(N)N=C2Oc3ccccc3N21 (centres undefined) | -2.8
CCOc1ccccc1C(=O)NC(C(=O)Nc1ccccc1N1CCOCC1)C(C)C (centres undefined) | 0.5
CCOC(=O)COc1cccc2c(=O)n(CC(=O)N3CCN(C(=O)OCC)CC3)ccc12 | -4.7
CCn1c(SCC(=O)c2ccc(Cl)cc2)nc2c(c1=O)SC(C)C2 (centres undefined) | -7.3
CC1CCc2c(sc(NC(=O)c3ccccc3)c2C(=O)N2CCOCC2)C1 (centres undefined) | -6.2
O=c1c(C/C=C/c2ccccc2)c(O)nc2n1CCCS2 | -5.8
NC(=O)c1c(NC(=O)c2cc(-c3cccc(Cl)c3)on2)sc2c1CCCC2 | -11.5
Cc1ccc(NC(=O)Cn2c3ccccc3c(=O)c3ccccc32)cc1C | -4.5
COc1ccc2[nH]c3c(=O)n(CCCCC(=O)N4CCC(C(N)=O)CC4)c(=S)[nH]c3c2c1 | -12.8
CSc1ncc(Cl)c(C(=O)Nc2ccc(S(=O)(=O)N3CCOCC3)cc2)n1 | -3.2
Cc1ccccc1NC(=O)c1ccc(NS(=O)(=O)c2ccc(CCCl)cc2)cc1 | -2.7
CC(C)OC(=O)c1cccc(C(=O)OCc2ccco2)n1 | 5.2
COc1cccc(-c2cc(C(=O)NC(C)C)no2)c1 | -2.0
O=c1oc2ccc(O)cc2s1 | 0.9
CCc1nc2sc3c(N4CCOCC4)ncnc3c2c2c1CCCC2 | -11.2
COCCN(CC(=O)Nc1ccc(F)cc1)S(=O)(=O)c1ccc(S(=O)(=O)N2CCCC2)cc1 | -5.8
CCCOc1ccc(/C(O)=C2\C(=O)C(=O)N(Cc3cccnc3)C2c2ccc(Cl)cc2)cc1C (centres undefined) | 2.5
Cc1cccc(C)c1Nc1c(-c2ccccc2)nc2cnccn12 | 0.1
O=C(Nc1ccccc1C(=O)O)c1ccc2c(c1)C(=O)N(c1ccc(Br)cc1)C2=O | -14.2
COc1ccc(C2Nc3ccc4ncccc4c3C3=C2C(=O)CC(c2ccccc2)C3)c(OC)c1 (centres undefined) | -3.0
CN(C)c1ccc(NC(=O)c2sc(SCC(=O)Nc3nccs3)nc2N)cc1 | -9.5
Cc1cc(=O)c2cccc(C)c2[nH]1 | -1.0
COc1nonc1OC(C)CNc1ccc(Cl)cc1[N+](=O)[O-] (centres undefined) | 7.5
CC(NC(=O)Nc1ccc2c(c1)OCO2)C1CCCO1 (centres undefined) | -4.6
O=C1c2ccc([N+](=O)[O-])cc2S(=O)(=O)N1c1ccccc1 | 3.4
Cc1ncc(CSc2nc3ccccc3[nH]2)c(N)n1 | -6.8
O=c1[nH]cnc2ccc(I)cc12 | -2.6
Cc1ccc(-c2nnc(CSc3nnc(COc4ccccc4)n3-c3ccccc3)o2)cc1 | -5.2
CCCCNC(=O)C1CCC(CNS(=O)(=O)c2c(C)cc(C)cc2C)CC1 (centres undefined) | -0.6
Cc1nn(-c2ccc(Cl)cc2)c(N)c1C(O)(CSc1nccn1C)C(F)(F)F (centres undefined) | -10.5
Cc1ccc(Cl)cc1NS(=O)(=O)c1cccc2c1C(=O)c1ccccc1C2=O | -1.8
CCOCCCn1c(=N)c(C(=O)NCc2ccccc2)cc2c(=O)n3ccccc3nc21 | -190.5
Cc1cccc2cc(CN(CCN3CCCC3)C(=O)NC3CCCCC3)c(=O)[nH]c12 | -2.0
O=c1c2ccccc2nc(SCc2cccc(F)c2)n1Cc1ccco1 | -8.3
O=C(O)c1c[nH]c2cc(C(F)(F)F)ccc2c1=O | -4.8
O=C(NC1CCCCCCC1)c1ccc2c(c1)N(Cc1ccc(F)cc1)C(=O)CS2 | -2.6
O=S(=O)(/N=C(/Nc1cc(N2CCOCC2)ncn1)c1ccccc1)c1ccccc1 | 3.1
O=C(c1ccccc1[N+](=O)[O-])N1N=C(C(F)(F)F)CC1(O)c1cccnc1 (centres undefined) | 3.1
CCOc1ccccc1C(=O)Nc1nnc(C(C)C)s1 | -2.0
C=CCn1c(SCc2cc(=O)n3ccsc3n2)nc2sc(C)c(C)c2c1=O | 0.7
COc1cccc(C2CC(=O)C3=C(C2)Nc2ccccc2NC3c2ccc3c(c2)OCO3)c1 (centres undefined) | 2.0
CCC(=O)N/C(N)=N\c1nc(C)c2cc(C)cc(C)c2n1 | -8.2
COC(=O)CCC(=O)Nc1sc2c(c1C(N)=O)CCCC2 | -7.3
COc1ccc(-n2c(C=Cc3ccccc3F)nc3cc(OC)c(OC)cc3c2=O)cc1Cl | 5.9
O=S(=O)(Nc1ccccc1Cl)c1ccc(F)cc1 | -4.7&0.5
Cc1ccc(-n2nc3c(c2NC(=O)c2ccccc2I)CS(=O)(=O)C3)cc1 | -9.0
O=C(NCc1cccnc1)c1nn2c(c1Br)NC(c1cccs1)CC2C(F)(F)F (centres undefined) | -4.6
Cc1cccc(C2N(c3nccs3)C(=O)C3CCCN32)c1 (centres undefined) | -16.2
Cc1csc(NC(=O)C2CCC(CNS(=O)(=O)c3ccc(Br)s3)CC2)n1 (centres undefined) | 4.0
CCCc1cc(C(=O)NCCc2ccc(OC)c(OC)c2)no1 | -3.8
COc1ccc(S(=O)(=O)CCC(=O)Nc2ccc(C)c(Cl)c2)cc1 | -4.4

Gathered by group: the entries above containing a COOH group
Compound | 14-3-3g Raf
O=C(Nc1ccccc1C(=O)O)c1ccc2c(c1)C(=O)N(c1ccc(Br)cc1)C2=O | -14.2
O=C(O)c1c[nH]c2cc(C(F)(F)F)ccc2c1=O | -4.8

The results go on:
Compound | 14-3-3g Raf
O=C(COC(=O)Cc1cn2ccsc2n1)Nc1nc2ccccc2s1 | -10.1
COc1ccc(-n2c(=S)[nH]c3cc(C(=O)O)ccc3c2=O)cc1 | -4.7
O=C(c1cc2nc(-c3ccco3)cc(C(F)(F)F)n2n1)N1CCCc2ccccc21 | -10.8
CN(C)C(CNC(=O)CSc1nnc(-c2ccco2)o1)c1ccccc1 (centres undefined) | 0.6
CSc1ncccc1C(=O)OCC(=O)Nc1cc(C(F)(F)F)ccc1N1CCOCC1 | -6.0
Cc1cccc(NC(=O)c2cncc(Br)c2)c1 | 3.4
COc1ccc(N2CCN(C(=O)c3ccc(S(=O)(=O)c4ccc(C)cc4)c(NC(C)=O)c3)CC2)cc1 | -8.8
COc1ccc(-c2nn(-c3ccccc3)cc2C(=O)N2CCOCC2)cc1 | -1.9
CCCN(CCC)C(=O)c1c(NC(=O)c2ccccc2C)sc2c1CCC2 | 1.8
Cc1ccc(S(=O)(=O)C(C#N)c2nc3ccccc3nc2N2CCCC2)cc1 (centres undefined) | -70.4
C=CCn1c(COc2ccccc2F)nnc1SCC(=O)N1CC(=O)Nc2ccccc21 | -6.3
Cc1ccc(OCC(=O)Nc2cccc(-c3nc4ccccc4s3)c2C)cc1 | -4.2
COc1ccc2cc3cc(C(=O)N4CCN(c5ccccn5)CC4)oc3nc2c1 | 4.7
O=c1c2ccccc2nc(SCc2cc(=O)n3ccccc3n2)n1Cc1cccs1 | -23.2
O=C(O)C(Cc1ccc(Cl)cc1)NS(=O)(=O)c1ccccc1 (centres undefined) | 9.3
O=C(/C=N/O)Nc1ccccc1 | -1.5
COC(=O)C1CCN(C(c2ccc(OC)c(OC)c2)c2sc3nc(C)nn3c2O)CC1 (centres undefined) | -0.4
O=c1c2ccccc2[nH]c(=S)n1CCSCc1ccccc1 | 6.0
COc1ccc(C(=O)CC2(O)C(=O)Nc3ccc(Cl)cc32)cc1[N+](=O)[O-] (centres undefined) | -2.6
COc1cc(OC)c(C2N(c3ccc(Cl)cc3)C(=O)C3CCCN32)cc1OC (centres undefined) | -16.0
O=C1c2ccccc2C(=O)N1CCCc1c[nH]c2ccccc12 | -4.5
CCN(CC)C(=O)c1c(NC(=O)c2cccs2)sc2c1CCCCC2 | 0.0
CCCSc1nc2ccccc2n1CCO | -6.4
CCCn1c2ccccc2c2nnc(SCC(=O)NCc3ccco3)nc21 | -20.4
CCSc1nnc(NC(=O)c2cnccn2)s1 | 2.1
COCc1nnc(NC(=O)c2ccc(S(=O)(=O)N(C)Cc3ccccc3)cc2)o1 | 0.0
O=C(c1ccc(F)c([N+](=O)[O-])c1)N1CCOCC1 | 6.7
CC1(C)CC2(CCO1)CNC(=O)O2 (centres undefined) | -0.3&-1.3
Cc1nnc(N2C(=O)c3ccc([N+](=O)[O-])cc3C2=O)s1 | -6.1
Cc1ccc(C(O)(c2ccccc2)c2nc3ccccc3n2C)cc1 (centres undefined) | 2.3

4 of the compounds above, as labelled records.
CCOCCCn1c(=N)c(C(=O)NCc2ccccc2)cc2c(=O)n3ccccc3nc21
  14-3-3g Raf: -190.5
CSc1ncc(Cl)c(C(=O)Nc2ccc(S(=O)(=O)N3CCOCC3)cc2)n1
  14-3-3g Raf: -3.2
O=S(=O)(/N=C(/Nc1cc(N2CCOCC2)ncn1)c1ccccc1)c1ccccc1
  14-3-3g Raf: 3.1
CN(C)C(CNC(=O)CSc1nnc(-c2ccco2)o1)c1ccccc1 (centres undefined)
  14-3-3g Raf: 0.6

More records:
Compound | 14-3-3g Raf
O=C(NCCCN1CCCC1)c1ccc2c(c1)ncn2C1CCCC1 | -2.5
O=C(NC1CCCC1)C1CCC(=O)N1C1CCCC1 (centres undefined) | -6.9
CCN(CC)C(=O)c1c[nH]c2ccc(S(=O)(=O)Nc3ccc4c(c3)OCCO4)cc2c1=O | -25.0
O=C(CC1C(=O)NCCN1C(=O)Nc1ccccc1)Nc1ccc2c(c1)OCO2 (centres undefined) | -4.8
Brc1ccc(CN2CCN(Cc3ccncc3)CC2)cc1 | -3.0
CC1=C(C(=O)OCC2CCCO2)C(c2coc3ccccc3c2=O)C2=C(CC(C)(C)CC2=O)N1 (centres undefined) | -0.5
COc1ccc(S(=O)(=O)c2c(C)c(NS(=O)(=O)c3ccc(Cl)cc3)cc(C(C)C)c2O)cc1 | 1.5
O=C(Nc1ccc(Cl)cc1)c1cc([N+](=O)[O-])ccc1N1CCCCC1 | -4.9
CC1(C)CC(=O)C=C(NC2CC(C)(C)NC(C)(C)C2)C1 | 3.5&2.0
Cc1ccc(CS(=O)(=O)CCC(=O)NC2CCCCC2)cc1 | -0.6
O=C(CN1CCN(c2ccc(F)cc2)CC1)Nc1ccc(F)c(F)c1 | 0.2
COc1cccc(C2Nc3ccccc3NC3=C2C(=O)CC(c2cccs2)C3)c1OC (centres undefined) | 3.4
CC1(C)Cc2ccccc2-c2nc3ccccc3c(=O)n21 | -1.4&-7.1
CSc1nc(OCC(=O)c2ccccc2)c2c3c(sc2n1)CC(C)CC3 (centres undefined) | -2.0
O=C(Nc1ccc(Br)cc1)c1cc(-c2ccc(Cl)cc2)on1 | -13.3
CCn1cc(C(=O)Nc2ccc(N(C)C)cc2)c(C)n1 | -25.9
Cc1ccc(S(=O)(=O)N2CCC(C(=O)OCC(=O)N3CCc4ccccc43)CC2)cc1 | -1.6
O=C(NCc1ccco1)c1ccc2c(=O)n(CCC3=CCCCC3)c(=S)[nH]c2c1 | 3.9
COc1cc([N+](=O)[O-])ccc1NC(=O)c1ccncc1 | -22.2
Cn1c(-c2ccccc2)nc2c(c1=O)C1(CCCCC1)Cc1ccccc1-2 | -3.9
COCCNC(=O)CSc1nc2cc(OC)c(OC)cc2c(=O)n1CCC1=CCCCC1 | -2.7
O=C(Nc1c2c(nn1-c1ccc([N+](=O)[O-])cc1)CS(=O)(=O)C2)C1CCCC1 | 3.0
COc1ccc(-c2cnnn2-c2ccc(NC(=O)c3ccc(Br)o3)cc2)cc1OC | -13.6
Cc1cc(C)nc(Nc2n[nH]c(Cc3ccccc3)n2)n1 | -5.2
O=C(NCCN1CCCCCC1)C1CC(=O)N(CCc2ccccc2)C1 (centres undefined) | -3.5&-2.5
CSc1ncccc1C(=O)OCC(=O)N1CCOCC1 | 0.6
O=C(c1ccccc1F)N1CCN(c2ccc([N+](=O)[O-])cc2)CC1 | 0.4
COC(=O)c1cccc(C(=O)Oc2cccc(Br)c2)n1 | -12.7&-16.0
CCCOc1ccc(N2CC(C(=O)Nc3ncccc3C)CC2=O)cc1 (centres undefined) | 5.2
O=C(NCc1ccc(Cl)cc1)c1nn2c(C(F)(F)F)cc(-c3cccs3)nc2c1Cl | -5.5
COc1ccc(-c2noc(-c3cc(Cl)ccc3Cl)n2)cc1OC | 1.1
COc1ccccc1Cn1cnc2cccnc21 | -4.3
Cn1cc(C(=O)O)c(=O)c2cc(S(=O)(=O)N3CCOCC3)ccc21 | 4.8
CCN1C(=O)c2cccc3c(NC(=O)c4ccc5c(c4)OCCO5)ccc1c23 | -5.0
Cc1ccc(NC(=O)C2CCCN(S(=O)(=O)c3c(C)noc3C)C2)cc1F (centres undefined) | -5.8
O=C(NC1C2CC3CC(C2)CC1C3)c1ccccc1Cl (centres undefined) | -13.1
